Compound activity from PubChem.
D2 agonist: D2 dopamine receptor (human) agonism; HEK293 T-REx D2 cells, calcium flux agonist mode; activation, % at 2 µM; 340,000 compounds, 0.53% hits; AID 485358;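 active = activation over 3 SD above normal in the single-dose calcium agonist read, cut at about 30% in these data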; note: 0% is about no effect
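In this primary screen, compounds producing a positive calcium signal within 180 s of addition to tetracycline-induced, force-coupled HEK293 Trex D2 cells are flagged; cells are dye-loaded with a no-wash calcium kit beforehand.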
TrxR1 substrate: substrates of rat thioredoxin reductase 1. 390,000 compounds, 0.01% hits. purified TrxR1 substrate turnover, NADPH consumption readout. Potency, µM (top dose mostly 114 µM), inactives show at the top dose activity change, negative = substrate turnover. O89049. AID 588456; note: potency is the fitted concentration of half-maximal effect; % is set by controls: 0 for no effect and ±100 for the full control effect; nearly all actives have a fitted effect of over 50% in size
Target sequence (O89049 whole entry, looked up): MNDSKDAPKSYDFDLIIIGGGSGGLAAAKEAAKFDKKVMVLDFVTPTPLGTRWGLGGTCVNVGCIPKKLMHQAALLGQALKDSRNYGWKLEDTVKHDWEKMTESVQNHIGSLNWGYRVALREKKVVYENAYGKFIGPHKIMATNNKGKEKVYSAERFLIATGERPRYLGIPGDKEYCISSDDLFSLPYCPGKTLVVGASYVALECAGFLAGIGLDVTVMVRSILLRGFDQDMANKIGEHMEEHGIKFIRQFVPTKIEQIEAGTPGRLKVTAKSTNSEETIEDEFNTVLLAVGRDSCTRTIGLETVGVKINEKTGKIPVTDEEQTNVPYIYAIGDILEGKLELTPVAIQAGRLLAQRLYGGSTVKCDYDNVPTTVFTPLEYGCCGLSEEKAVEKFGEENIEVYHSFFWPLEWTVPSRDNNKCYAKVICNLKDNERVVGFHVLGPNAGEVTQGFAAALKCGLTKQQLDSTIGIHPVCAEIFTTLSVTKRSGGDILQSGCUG
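Rat TrxR1, dispensed at 90 nM, was prereduced with 400 uM NADPH (final) for 5 min at ~22 deg C, then incubated with compound 15 min before 400 uM selenite. A first-read NADPH fluorescence drop versus no-compound background flagged substrates.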
Pin1 inh: inhibitors of human Pin1. Q13526. Pin1 FP peptide displacement, HiFluor488, 10 min. Potency, µM (doses to about 115 µM), without a hit: at the highest dose activity, negative = inhibition, usual class: inhibitors. 390,000 compounds, 0.009% hits; active = well fitted inhibition curve with a large enough effect in the polarisation, with a control signal flat, not every such curve was filed as active; inconclusive = small, poorly fitted or top-dose-only effect, or effect the other way, or a change in a side signal; inactive = no such curve, though single readings can be large or run the other way; the % refers to the polarisation; note: potency is the fitted concentration of half-maximal effect; % is set by controls: 0 for no effect and ±100 for the full control effect
Target sequence (Q13526 whole entry, looked up): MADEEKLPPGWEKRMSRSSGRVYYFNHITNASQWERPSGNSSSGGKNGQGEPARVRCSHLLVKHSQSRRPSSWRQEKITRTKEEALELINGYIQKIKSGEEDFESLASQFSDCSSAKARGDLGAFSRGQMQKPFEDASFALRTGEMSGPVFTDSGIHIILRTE
TRHR PAM: allosteric enhancers of human TRH receptor; P34981; TRHR cells, fluo-8 calcium fluorescence, EC20 TRH enhancement; enhancement, % at 2 µM; 360,000 compounds, 0.66% hits; AID 493056; in the data active = enhancement above about 30%; note: 0% is about no effect
Target sequence (P34981 whole entry, looked up): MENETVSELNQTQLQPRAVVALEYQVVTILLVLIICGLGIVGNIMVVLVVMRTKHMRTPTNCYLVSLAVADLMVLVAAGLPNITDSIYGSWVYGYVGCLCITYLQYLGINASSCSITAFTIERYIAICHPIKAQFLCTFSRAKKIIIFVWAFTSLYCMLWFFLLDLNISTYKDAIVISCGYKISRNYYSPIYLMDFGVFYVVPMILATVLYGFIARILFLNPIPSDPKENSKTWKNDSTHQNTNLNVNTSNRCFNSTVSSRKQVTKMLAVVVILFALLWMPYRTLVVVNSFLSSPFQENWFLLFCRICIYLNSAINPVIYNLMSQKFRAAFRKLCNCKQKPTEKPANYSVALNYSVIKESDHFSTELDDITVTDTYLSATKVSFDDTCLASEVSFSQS
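TRHR-expressing cells loaded with fluo-8 calcium dye were read kinetically (ex 480/em 530) during compound addition, then stimulated with an EC20 of TRH (10 nM final). Enhancement of the Gq-mediated intracellular calcium response was scored.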
D2 antagonist: antagonizes the human D2 dopamine receptor; HEK293 TREx D2 cells, calcium flux, dopamine EC80; inhibition, % at 10 µM; 340,000 compounds, 2% hits; in the data active = inhibition above about 30%; note: 0% is about no effect
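Measurement of antagonist activity uses fluorescent calcium dye in inducible HEK293 T-REx D2 cells: 10 s baseline, compound addition with 180 s read, EC80 dopamine addition with a further 180 s read.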
mIDH1 inhibitor: inhibitors of human mutant IDH1 R132H; AID 602179; 390,000 compounds, 0.093% hits; Potency, µM (titrated, usually from 76.6 µM), without a hit: top-dose activity change, negative = inhibition, hits mostly inhibitors; IDH1-R132H enzyme, NADPH consumption, diaphorase/resazurin fluorescence; O75874; note: potency is the fitted concentration of half-maximal effect; % is set by controls: 0 for no effect and ±100 for the full control effect; nearly all actives have a fitted effect of over 65% in size
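IDH1-R132H (0.5 ug/mL dispensed) in pH 7.5 Tris buffer was preincubated 30 min with compound, then given a substrate mix of 0.016 mM NADPH and 2 mM alpha-KG for 80 min at room temperature; remaining NADPH was read by diaphorase/resazurin fluorescence.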
TRHR agonist: TRH receptor (human) agonism | P34981 | TRHR cells, calcium flux fluo-8, FDSS agonist mode | activation, % at 2 µM | 360,000 compounds, 0.18% hits; in the data active = activation above about 30%; note: 0% is about no effect
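TRHR-expressing cells loaded with fluo-8 calcium dye; 23 nL library compound pin-transferred, kinetic FDSS fluorescence (Ex 480/Em 530) recorded about 180 s for agonist-induced calcium release, before a 10 nM TRH EC20 addition for potentiator mode.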
USP1-UAF1 inh: blocks the human USP1/UAF1 deubiquitinase complex; O94782; recombinant USP1/UAF1, Ub-Rhodamine cleavage fluorescence; Potency, µM (titrated, usually from 57.1 µM), without a hit: top-dose activity change, negative = inhibition, hits mostly inhibitors; 390,000 compounds, 0.23% hits; AID 743255; note: potency is the fitted concentration of half-maximal effect; % is set by controls: 0 for no effect and ±100 for the full control effect; nearly all actives have a fitted effect of over 60% in size; inactives centre near -12
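Step one: compound is pinned into 1nM USP1/UAF1 in HEPES pH 7.8 buffer with TCEP. Step two: 15 min room-temperature incubation. Step three: Ub-Rho (150nM final) starts cleavage, tracked by fluorescence over six one-minute reads.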
rTrxR1 inhibitor: inhibitors of rat thioredoxin reductase 1 | O89049 | recombinant rTrxR1, NADPH fluorescence consumption, selenite substrate | Potency, µM (doses to about 114 µM), without a hit: top-dose activity change, negative = inhibition, usual class: inhibitors | 390,000 compounds, 1% hits | AID 588453; note: potency is the fitted concentration of half-maximal effect; % is set by controls: 0 for no effect and ±100 for the full control effect; nearly all actives have a fitted effect of over 65% in size
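Rat TrxR1 (90 nM in the dispensed reagent) was pre-reduced with 400 uM NADPH for 5 min at room temperature, then incubated with compound for 15 min. After 400 uM selenite was added, NADPH fluorescence (Ex 340/Em 450 nm) was followed for 8 min.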
* hit, by the source's call; ? = inconclusive; nt = no result given; & = joins results of further samples; [ ] = another dose, or the depositor's remark. Unless noted, calls come from the whole dose curve; as a rule, active = well fitted inhibition curve with a large enough effect; inconclusive = small, poorly fitted or top-dose-only effect; inactive = no such curve, though single readings can be large or run the other way.

The opening 3 records, ahead of the listing:
Screens by letter: A = D2 agonist; B = TrxR1 substrate; C = Pin1 inh; D = TRHR PAM; E = D2 antagonist; F = mIDH1 inhibitor; G = TRHR agonist; H = USP1-UAF1 inh; I = rTrxR1 inhibitor
O=C(NC1CCN(CCc2c[nH]c3ccccc23)CC1)c1ccccc1
  A = 2.1	B = 7%	C = -9%	D = 1	E = 9	F = 12%	G = -0.3	H = -23%	I = 11%
O=C(O)Cc1cn(-c2ccccc2)nc1-c1ccc(Cl)cc1
  A = -0.7	B = 18%	C = 0%	D = -2	E = -10	F = -2%	G = -0.1	H = -13%	I = 21%[57.1 µM]
CCN(CC)CC1CCCCN1CC(=O)N1c2ccccc2C(=O)Nc2cccnc21 (configuration not stated)
  A = -3.6	B = nt	C = nt	D = -5	E = 3	F = nt	G = -0.2	H = nt	I = nt

Results, previewed entries included:
Screens by letter: A = D2 agonist; B = TrxR1 substrate; C = Pin1 inh; D = TRHR PAM; E = D2 antagonist; F = mIDH1 inhibitor; G = TRHR agonist; H = USP1-UAF1 inh; I = rTrxR1 inhibitor
O=C(NC1CCN(CCc2c[nH]c3ccccc23)CC1)c1ccccc1
  A = 2.1	B = 7%	C = -9%	D = 1	E = 9	F = 12%	G = -0.3	H = -23%	I = 11%
O=C(O)Cc1cn(-c2ccccc2)nc1-c1ccc(Cl)cc1
  A = -0.7	B = 18%	C = 0%	D = -2	E = -10	F = -2%	G = -0.1	H = -13%	I = 21%[57.1 µM]
CCN(CC)CC1CCCCN1CC(=O)N1c2ccccc2C(=O)Nc2cccnc21 (configuration not stated)
  A = -3.6	B = nt	C = nt	D = -5	E = 3	F = nt	G = -0.2	H = nt	I = nt
CCCCOc1cc(C(=O)OCCN(CC)CC)ccc1N
  A = 0.8	B = 0%&-4%	C = 5%&-3%	D = 2	E = -6	F = 2%&0%	G = 0.1	H = 12%&-17%	I = 7%&4%
Cc1cc(=O)oc2cc(O)ccc12
  A = nt	B = nt	C = -4%	D = nt	E = nt	F = 5%	G = nt	H = -15%	I = 50µM*
CCCC(=O)O[C@]1(C(=O)CCl)[C@@H](C)C[C@H]2[C@@H]3CCC4=CC(=O)C=C[C@]4(C)[C@@]3(F)C(=O)C[C@@]21C
  A = -0.6	B = -1%	C = 0%	D = 24	E = -4	F = -10%	G = 0.7	H = 5%	I = 17%
CN(C)C/C=C(\c1ccc(Br)cc1)c1cccnc1
  A = 0.1	B = -2%	C = -5%	D = -3	E = 8	F = 4%	G = 1.0	H = -6%	I = 10%
CCCOc1ccc(C(=O)OCCN(CC)CC)cc1N
  A = nt	B = 5%	C = 0%	D = 2	E = nt	F = 9%	G = -0.2	H = -22%	I = 13%
Cc1ccc(C)c(Nc2nc3nonc3nc2Nc2cccc(C)c2C)c1
  A = 2.8	B = -9%	C = 8%	D = -4	E = nt	F = 9%	G = 3.8	H = ?	I = -1%
CCOC(=O)c1sc(NC(=O)c2c(-c3ccccc3)c(-c3ccccc3)nn(C)c2=O)nc1C
  A = nt	B = -5%	C = 0%	D = 5	E = nt	F = -15%	G = -1.8	H = -28%	I = 8%
O=C(Nc1cc(-c2ccccc2)nn1-c1ccccc1F)c1ccc([N+](=O)[O-])cc1
  A = nt	B = -1%	C = -7%	D = -3	E = nt	F = -13%	G = 0.1	H = -7%	I = 0%
CC(=O)OCC(=O)[C@@]1(O)CC[C@H]2[C@@H]3CCC4=CC(=O)C=C[C@]4(C)[C@@]3(F)[C@@H](O)C[C@@]21C
  A = 0.8	B = 7%	C = 0%	D = -2	E = -14	F = 10%	G = 0.9	H = -24%	I = 23%
CN(C)CCCSc1ccccc1NC(=O)/C=C/c1ccccc1
  A = 0.6	B = nt	C = nt	D = -2	E = 4	F = nt	G = 0.2	H = nt	I = nt
COc1ccc(-c2oc3c(CC=C(C)C)c(O[C@@H]4O[C@H](CO)[C@@H](O)[C@H](O)[C@H]4O)cc(O)c3c(=O)c2O[C@@H]2O[C@@H](C)[C@H](O)[C@@H](O)[C@H]2O)cc1
  A = 0.1	B = nt	C = nt	D = 3	E = 10	F = nt	G = -0.1	H = nt	I = nt
Cc1c(Cl)cccc1NC(=O)Cn1cc(C(=O)C2CCCCC2)c2ccccc21
  A = 0.3	B = 0%	C = 33%[activator]	D = -2	E = nt	F = -2%	G = 0.1	H = ?	I = 21%
CCCCN(CCCC)CCCOC(=O)c1ccc(N)cc1
  A = 1.7	B = -2%	C = 1%	D = -6	E = 18	F = -4%	G = -0.3	H = -9%	I = 12%
C/C(=N\NC(=S)NCc1ccccc1)C1CCCCC1
  A = -0.8	B = -5%	C = -5%	D = 0	E = -11	F = -7%	G = 0.1	H = -15%	I = 5%
O=C(c1ccccn1)N(Cc1cccs1)C1(C(=O)NC2CCCCC2)CCCCC1
  A = 0.7	B = 2%[57.1 µM]	C = 3%	D = -3	E = -17	F = 3%	G = 0.2	H = -21%	I = 10%[57.1 µM]
Cc1c(C)n(Cc2ccccc2)c2ccc(C(=O)OCCN(C)C)cc12
  A = -0.6	B = -1%	C = 1%	D = 6	E = -17	F = 8%	G = 23	H = -22%	I = -3%
O=[N+]([O-])c1cncn1CCN1CCOCC1
  A = nt	B = 6%[11.4 µM]	C = -9%	D = nt	E = nt	F = 5%	G = nt	H = -12%	I = 12%[11.4 µM]
O=C1NC(=S)S/C1=C\C=C\c1ccc([N+](=O)[O-])o1
  A = 13	B = -23%	C = 0%	D = -5	E = -21	F = 8%	G = 4.6	H = -24%	I = 10µM*
Cn1ccc2cc3c(cc21)CCN3C(=O)Nc1cccnc1
  A = 0.7	B = 6%[57.1 µM]	C = 15%	D = -2	E = 3	F = 0%	G = -0.9	H = -4%	I = ?
CC1(C)O[C@@H]2C[C@H]3[C@@H]4C[C@H](F)C5=CC(=O)C=C[C@]5(C)[C@@]4(F)[C@@H](O)C[C@]3(C)[C@]2(C(=O)CO)O1
  A = 2.9	B = 2%	C = -10%	D = -2	E = -10	F = 10%	G = 0.6	H = -24%	I = 4%
Cc1nc2c3ccccc3nc(NNC(=O)CCC(=O)N3CCN(c4ccccc4F)CC3)n2n1
  A = 9.0&7.2	B = -11%&2%	C = 3%&-1%	D = 3&4	E = 18	F = -9%&3%	G = 0.7&0.0	H = -17%&3%	I = -10%&-1%
CCC(C(=O)Nc1ccccc1N1CCCC1)c1ccccc1 (configuration not stated)
  A = 0.6	B = -3%	C = -8%	D = 0	E = -3	F = 6%	G = 1.1	H = -9%	I = -9%

The list goes on.
Screens by letter: A = D2 agonist; B = TrxR1 substrate; C = Pin1 inh; D = TRHR PAM; E = D2 antagonist; F = mIDH1 inhibitor; G = TRHR agonist; H = USP1-UAF1 inh; I = rTrxR1 inhibitor
COC(=O)N/N=C/c1c[n+]([O-])c2ccccc2[n+]1[O-]
  A = -0.2	B = -8%	C = -1%	D = 10	E = -2	F = 13%	G = 0.0	H = ?	I = -3%
Cc1cccc(Cc2c(C)nc3c(-c4ccccc4)c(C)[nH]n3c2=O)c1
  A = -0.6	B = 8%	C = 4%	D = 5	E = nt	F = -13%	G = 1.6	H = -8%	I = 14%
O=C1c2c(O)ccc(O)c2C(=O)c2c(NCCNCCO)ccc(NCCNCCO)c21
  A = 0.9	B = -5%[11.4 µM]	C = ?	D = -1	E = 12	F = 9%&27%	G = 0.0	H = ?	I = -13%[11.4 µM]
CN(C)CC/C=C1/c2ccccc2COc2ccc(CC(=O)O)cc21
  A = nt	B = 1%	C = 1%	D = nt	E = nt	F = 3%	G = nt	H = -23%	I = 3%
C[C@@H]1C[C@H]2[C@@H]3CCC4=CC(=O)C=C[C@]4(C)[C@@]3(Cl)[C@@H](O)C[C@]2(C)[C@@]1(OC(=O)c1ccco1)C(=O)CCl
  A = -0.5	B = -4%	C = -6%	D = -1	E = 20	F = 35µM*	G = 3.4	H = ?	I = 2%
CCc1ccccc1OC[C@@H](O)CN[C@H]1CCCc2ccccc21
  A = 1.5	B = 8%	C = 2%	D = -3	E = 2	F = 2%	G = 2.9	H = -21%	I = -7%
CC(=O)Oc1ccc2c(C)cc(=O)oc2c1
  A = 0.2	B = 21%[57.1 µM]	C = -5%	D = 0	E = 2	F = 0%	G = 0.0	H = -14%	I = 2%[57.1 µM]
CCCC(=O)O[C@]1(C(=O)COC(C)=O)CC[C@H]2[C@@H]3C[C@H](F)C4=CC(=O)C=C[C@]4(C)[C@@]3(F)[C@@H](O)C[C@@]21C
  A = -0.5	B = 5%	C = 0%	D = 3	E = -28	F = -7%	G = 1.3	H = -20%	I = 17%
CCCCCCCCCCCCCCCC(O)C(N)CO (configuration not stated)
  A = 0.3	B = 2%	C = -4%	D = 2	E = -13	F = 11%	G = -0.1	H = -29%	I = 29%
CCOC(=O)c1ccc(NC(=O)c2cc(=O)c3ccc(C)c(C)c3o2)cc1
  A = 0.0	B = -3%	C = 1%	D = 5	E = nt	F = 4%	G = -0.1	H = ?	I = 0%
CCCC1(c2ccccc2)NC(=O)N(CC(=O)N(C)Cc2c(F)cccc2Cl)C1=O (configuration not stated)
  A = 6.0	B = 10%[57.1 µM]	C = 7%	D = 7	E = -14	F = 3%	G = -0.7	H = -18%	I = 10%[57.1 µM]
COc1ccc(C(=O)c2ccccc2)c(O)c1
  A = -3.7	B = -1%	C = 0%	D = -3	E = 3	F = 6%	G = 0.0	H = -12%	I = -1%
Nc1ncnc2c1c(-c1ccc(Oc3ccccc3)cc1)cn2C1CCCC1
  A = 2.2	B = 16%[57.1 µM]	C = 11%	D = 2	E = -18	F = 0%	G = -0.6	H = -11%	I = 9%[57.1 µM]
COc1cc(C2Oc3cc(C4Oc5cc(O)cc(O)c5C(=O)C4O)ccc3OC2CO)ccc1O (configuration not stated)
  A = 1.8	B = 0%	C = 3%	D = 4	E = 2	F = -8%	G = -0.7	H = -10%	I = -4%
O=C(O)c1cc(=O)c2ccccc2o1
  A = nt	B = -9%	C = 2%	D = 4	E = nt	F = 7%	G = 0.5	H = -15%	I = -2%

These rows are one share of the data (hit frequency here may not be typical).
